KDM5B inh: KDM5B demethylase inhibition; KDM5B demethylase, FDH-coupled NADH fluorescence (FDH is formaldehyde dehydrogenase); Potency, µM (highest dose often 57.7 µM), for the others: at the highest dose activity change, negative = inhibition, actives largely listed as inhibitors; 220,000 compounds, 2.6% hits; Q9UGL1; AID 1347165; active = well fitted inhibition curve with a large enough effect; inconclusive = small, poorly fitted or top-dose-only effect; inactive = no such curve, though single readings can be large or run the other way; also: 0% is about no effect; nearly all actives have a fitted effect of over 70% in size
Target sequence (Q9UGL1 whole entry, looked up): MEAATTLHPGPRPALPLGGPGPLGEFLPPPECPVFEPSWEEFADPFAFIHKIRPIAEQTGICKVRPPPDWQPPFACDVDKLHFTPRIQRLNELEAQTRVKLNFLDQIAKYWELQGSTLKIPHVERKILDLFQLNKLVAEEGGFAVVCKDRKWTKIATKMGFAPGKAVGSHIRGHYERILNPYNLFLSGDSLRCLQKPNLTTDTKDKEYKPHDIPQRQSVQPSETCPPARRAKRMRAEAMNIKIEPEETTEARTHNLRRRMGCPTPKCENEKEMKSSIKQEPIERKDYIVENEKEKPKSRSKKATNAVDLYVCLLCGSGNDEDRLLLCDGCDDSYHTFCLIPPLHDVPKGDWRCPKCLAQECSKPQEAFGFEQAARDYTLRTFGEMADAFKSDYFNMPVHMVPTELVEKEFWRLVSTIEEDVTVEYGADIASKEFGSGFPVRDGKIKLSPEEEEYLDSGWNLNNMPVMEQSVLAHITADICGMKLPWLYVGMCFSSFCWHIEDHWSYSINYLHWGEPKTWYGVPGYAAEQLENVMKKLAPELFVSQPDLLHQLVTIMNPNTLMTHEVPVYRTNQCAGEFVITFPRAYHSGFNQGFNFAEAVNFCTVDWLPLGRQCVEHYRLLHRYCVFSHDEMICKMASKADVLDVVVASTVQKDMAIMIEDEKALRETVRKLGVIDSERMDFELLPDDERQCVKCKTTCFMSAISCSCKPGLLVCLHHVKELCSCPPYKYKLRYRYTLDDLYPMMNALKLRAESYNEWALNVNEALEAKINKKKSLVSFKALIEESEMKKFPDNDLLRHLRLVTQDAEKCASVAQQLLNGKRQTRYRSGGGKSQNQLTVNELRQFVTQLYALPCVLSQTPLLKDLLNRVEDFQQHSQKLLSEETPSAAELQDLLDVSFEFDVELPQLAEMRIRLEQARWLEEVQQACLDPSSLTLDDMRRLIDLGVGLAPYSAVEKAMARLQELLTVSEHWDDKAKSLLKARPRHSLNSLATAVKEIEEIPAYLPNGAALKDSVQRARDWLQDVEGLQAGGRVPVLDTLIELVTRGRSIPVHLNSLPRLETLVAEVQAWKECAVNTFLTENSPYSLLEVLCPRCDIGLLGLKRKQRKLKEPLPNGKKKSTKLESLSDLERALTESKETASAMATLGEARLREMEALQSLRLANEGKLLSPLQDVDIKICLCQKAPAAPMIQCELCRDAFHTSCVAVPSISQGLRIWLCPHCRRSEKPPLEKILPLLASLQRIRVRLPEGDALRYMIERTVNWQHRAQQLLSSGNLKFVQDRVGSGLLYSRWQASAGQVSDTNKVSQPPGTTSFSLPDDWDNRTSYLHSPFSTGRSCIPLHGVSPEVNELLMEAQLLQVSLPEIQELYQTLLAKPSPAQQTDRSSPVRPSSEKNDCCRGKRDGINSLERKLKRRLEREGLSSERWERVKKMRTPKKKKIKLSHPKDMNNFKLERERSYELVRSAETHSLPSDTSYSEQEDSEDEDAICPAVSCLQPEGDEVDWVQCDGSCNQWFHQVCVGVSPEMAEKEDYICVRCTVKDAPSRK
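Measured: NADH fluorescence change, 30 min, RT. System: KDM5BΔAP 200 nM final, H3K4me3 peptide, α-KG, Fe(II), ascorbate, NAD⁺ plus FDH, pH 7.5 HEPES. Compounds: titrated, 10 min pre-incubation with enzyme.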
* marks the source's active call; other numbers are inactive results; ? = inconclusive; [ ] = dose if it differs, or a comment. Potency is read from the fitted curve at half-maximal effect. Not all compounds are listed, so the mix of outcomes need not match the whole.

SMILES | KDM5B inh
COc1ccc(Cl)cc1NC(=O)CCCn1nc(-n2cccc2)c2c(C)cc(C)nc21 | ?
CCOc1ccc(NC(=O)C(=O)NCCc2sc(-c3ccc(C)cc3)nc2C)cc1 | 2%
CCCCOc1ccc(C(=O)N2CCNC(=O)C2)cc1 | -2%
CC(C(=O)Nc1ccc2[nH]c(=O)[nH]c2c1)N(C)Cc1ccc(Cl)cc1Cl (stereo not given) | 10%
CCCNC(=O)N1[C@H](c2cccs2)[C@@H](C)C(=O)[C@@H](C)[C@@H]1c1cccs1 | 1%
COc1ccc(Cl)cc1NC(=O)c1cc2ccc3ccc(C)[nH]c3c2n1 | -12%
O=c1c2sc3ccccc3c2n(Cc2ccccc2F)c(=O)n1-c1ccccc1Cl | -70%
O=C(Cc1ccc2c(c1)CCC2)Nc1nc2ccc(F)cc2s1 | 6%
CC(C)(C)c1ccc(CS(=O)(=O)CC(O)CN2CCCC2=O)cc1 (stereo not given) | 40%
CC1=C(C(=O)OC(C)C)C(c2ccccc2Cl)N2C(CC(=O)N3CCOCC3)=CSC2=N1 (stereo not given) | -28%
COc1cccc(CCc2ccccc2C(=O)N2CC[C@H](CO)[C@@H](O)C2)c1 | 20%
CCNC(=O)CSc1cc(C)c2cccc(C)c2n1 | 9%
COCCNC(=O)c1ccc2c(c1)N(C)C(CC(=O)NC1CCC1)CO2 (stereo not given) | 28µM*
O=C(c1ccc(C2CCCNC2)cc1)N1CCN(C2CCOCC2)CC1 (stereo not given) | -3%
CC(C)n1ncc2cc(C(=O)NCc3ccc(OC(F)F)cc3)cnc21 | -8%

Looked up by compound from above (2):
SMILES | KDM5B inh
CCCNC(=O)N1[C@H](c2cccs2)[C@@H](C)C(=O)[C@@H](C)[C@@H]1c1cccs1 | 1%
COCCNC(=O)c1ccc2c(c1)N(C)C(CC(=O)NC1CCC1)CO2 (stereo not given) | 28µM*

(continued)
SMILES | KDM5B inh
OCCOCCn1cnc(-c2ccccc2)c1-c1ccccc1Cn1cccn1 | -8%
CCN1CCN(c2nc3ccccc3nc2C(C#N)S(=O)(=O)c2cccc(C)c2)CC1 (stereo not given) | ?
NS(=O)(=O)CCCC(=O)N1CCCC(CCc2ccccc2F)C1 (stereo not given) | 19%
Cc1cc(F)ccc1NC(=S)NCc1ccccc1 | 7%
C[C@@H](NC(=O)C1CC1)c1c(-c2ccc(F)cc2)noc1C(=O)O | ?
Cc1oc(-c2ccccc2)nc1C(=O)N(C)C(C)C(C)(C)C (stereo not given) | -9%
O=C(Cc1ccc(-n2cnnn2)cc1)N[C@@H]1COCC[C@@H]1OCc1ccccc1 | 18%
Cc1cc(C)nc(-n2nc(C)c3c2NC(=O)CC3c2ccccc2OC(C)C)n1 (stereo not given) | -9%
Cc1nc2cccc(C(=O)Oc3ccc(Cl)cc3)c2o1 | ?
Cc1cc(C)n(-c2nnc(SCC(=O)Nc3ccccc3C)n2N)n1 | 11%
COC(=O)c1ccc(Oc2c(C(F)(F)F)oc3cc(O)ccc3c2=O)cc1 | 20%
COc1ccc(C2(C(=O)N3CCC(c4ncc(C)n4C(C)C)C3)CC2)cc1 (stereo not given) | 15%
COc1ccc(C(=O)COC(=O)c2cccc(NC(=O)c3ccc(OC)c(OC)c3)c2)cc1 | ?
CN(C)C(=O)Cc1cccc(N)c1 | 20%
Cc1ccc(NC(=O)CSCc2cc(=O)n3ccsc3n2)cc1C | 7%
O=C(O)C(NS(=O)(=O)c1cccc2nsnc12)c1ccccc1 (stereo not given) | 30%[activator]
CCN(Cc1ccncc1)C(=O)c1c(OCC2CC2)cc(=O)n2c1CCCCC2 | -11%
O=C1CCc2ccccc2N1 | -8%
CCN(C(=O)c1cc2c(=O)oc3ccccc3c2s1)c1ccc(C)c(C)c1 | ?
CNC(=O)[C@@H]1CN(C(=O)CCc2cccc(OC)c2)C[C@H]1c1n[nH]c(C)n1 | 14%
COc1cc(/C=C/C(=O)c2ccc(C)cc2OC)ccc1OC(F)F | -14%
CC(=O)Nc1ccc(CN2CCC3(COc4ccccc4C(=O)N3)C2)cc1 (stereo not given) | ?
O=C(Cc1ccccc1)N(Cc1cccnc1)c1nc2ccc(Cl)cc2s1 | ?
N#Cc1nc(-c2ccc(COc3ccc4ccccc4c3)o2)oc1N1CCC(C(N)=O)CC1 | -13%
COc1ccc(C2(CNS(=O)(=O)c3ccc(C)cc3)CCOCC2)cc1 | -1%
Cc1ccc(S(=O)(=O)N2CC(C(=O)NC3CCCCC3)C3(CCOCC3)C2)cc1F (stereo not given) | -3%
NC(=O)c1ccccc1NCc1cccc2ccccc12 | ?
COCc1c(C(=O)N2CCN(CCOc3ccccc3)CC2)oc2ccccc12 | -6%
Cc1cccc(CNC(=O)c2cc3n(n2)CC(c2ccc(Cl)cc2)OC3)c1 (stereo not given) | -13%
CC(Oc1ccc(C=Nc2ccc(N3CCOCC3)cc2)cc1)C(=O)O (stereo not given) | ?

Sorted by SMILES length (high to low): some entries from above.
SMILES | KDM5B inh
CNC(=O)[C@@H]1CN(C(=O)CCc2cccc(OC)c2)C[C@H]1c1n[nH]c(C)n1 | 14%
COc1ccc(C(=O)COC(=O)c2cccc(NC(=O)c3ccc(OC)c(OC)c3)c2)cc1 | ?
N#Cc1nc(-c2ccc(COc3ccc4ccccc4c3)o2)oc1N1CCC(C(N)=O)CC1 | -13%
Cc1ccc(S(=O)(=O)N2CC(C(=O)NC3CCCCC3)C3(CCOCC3)C2)cc1F (stereo not given) | -3%
Cc1cc(C)nc(-n2nc(C)c3c2NC(=O)CC3c2ccccc2OC(C)C)n1 (stereo not given) | -9%
COc1ccc(C2(C(=O)N3CCC(c4ncc(C)n4C(C)C)C3)CC2)cc1 (stereo not given) | 15%
CCN(Cc1ccncc1)C(=O)c1c(OCC2CC2)cc(=O)n2c1CCCCC2 | -11%
CC(=O)Nc1ccc(CN2CCC3(COc4ccccc4C(=O)N3)C2)cc1 (stereo not given) | ?
COCc1c(C(=O)N2CCN(CCOc3ccccc3)CC2)oc2ccccc12 | -6%
O=C(Cc1ccccc1)N(Cc1cccnc1)c1nc2ccc(Cl)cc2s1 | ?
CC(Oc1ccc(C=Nc2ccc(N3CCOCC3)cc2)cc1)C(=O)O (stereo not given) | ?
COc1cc(/C=C/C(=O)c2ccc(C)cc2OC)ccc1OC(F)F | -14%
O=C(O)C(NS(=O)(=O)c1cccc2nsnc12)c1ccccc1 (stereo not given) | 30%[activator]
Cc1ccc(NC(=O)CSCc2cc(=O)n3ccsc3n2)cc1C | 7%
Cc1nc2cccc(C(=O)Oc3ccc(Cl)cc3)c2o1 | ?
NC(=O)c1ccccc1NCc1cccc2ccccc12 | ?
CN(C)C(=O)Cc1cccc(N)c1 | 20%
O=C1CCc2ccccc2N1 | -8%

Further results follow.
SMILES | KDM5B inh
O=S(=O)(NCc1ccco1)c1cnc(Cl)c(Cl)c1 | 9%
Cc1ccc(NC(=O)N2CCC(N3C(=O)C4(CCCCC4)C3c3ccncc3)CC2)cc1C (stereo not given) | 21%
Cc1[nH]c2ccccc2c1C(=O)/C(C#N)=C\c1ccccc1 | -7%
Cc1ccc(S(=O)(=O)CCSc2n[nH]c(=O)n2-c2ccc3c(c2)OCCO3)cc1 | -2%
Cc1c(C(N)=O)nnn1-c1ccc(Br)cc1 | 12%
COc1ccc(C2(C(=O)N3CCC4(CC3)N(C)C(=O)CS4(=O)=O)CC2)cc1 | -5%
NC(=NCc1ccccc1)NCCN1CCN(Cc2ccccc2)CC1 | 9%
COc1ccc(Cl)cc1NC(=O)Cc1coc2cc(C)c(C)cc12 | 3%
CCC(Oc1ccccc1)C(=O)Nc1cc(-c2cccc(C)c2)nn1-c1ccccc1 (stereo not given) | -24%
COc1ccc(CN2Cc3cc(NC(=O)c4ccccc4OC)ccc3OCC2=O)c(OC)c1 | -15%
COc1cccc2cc(-c3nc4sc5c(c4c(=O)[nH]3)CCC(C(C)(C)C)C5)c(=O)oc12 (stereo not given) | -16%
CC(=O)Nc1ccc(CN2CC3CCC(C2)N3c2ccc(C(F)(F)F)cc2)cc1 | -17%
COc1cc(NC(=O)Cn2ccc3ccccc3c2=O)cc(OC)c1OC | -12%
CC(C)C(NC/C=C/c1ccccc1)C(=O)O (stereo not given) | -14%
CCOc1cc(-c2nn3c(-c4ccccc4C)nnc3s2)cc(OCC)c1OCC | -16%
CN1CC2(CCCN(CC3CC3)C2)c2cc(C(=O)NCCc3ccccc3)ccc21 (stereo not given) | 35µM*
COc1ccc([C@H]2C[C@@H](O)[C@@H](O)[C@@H]2NCc2cnn(C)c2)cc1 | 2%[86.2 µM]
Clc1ccc(-n2nnnc2C2(Nc3ccccc3)CCCC2)cc1 | 10%
COc1cccc(NC(=O)CN(C)C(=O)Cn2[nH]c(=O)c3ccccc3c2=O)c1 | 16%
CC(C(=O)Nc1cccc2ncccc12)N1CCCCC1 (stereo not given) | 6%
Cc1ccc(N2CC(C(=O)Nc3ccc(Cl)cc3Cl)CC2=O)cc1 (stereo not given) | -11%
CSC1=N/C(=C\c2cccc(Oc3ccccc3)c2)C(=O)S1 | -15%
CC(=O)c1c(C)[nH]c(C(=O)COc2ccc(F)c(Cl)c2)c1C | 13%
Cc1cccc(NC(=O)c2ccc(OCc3c(C)noc3C)cc2)n1 | 25%
CCCCOCCCNC(=O)CCC(=O)O | 10%
Cc1cccc(CC(=O)N2CCC3(CC2)CC(N(C2CC2)S(C)(=O)=O)CCO3)c1 (stereo not given) | 1%
O=S(=O)(Cc1ccccc1F)CC(O)c1ccccc1 (stereo not given) | 13%
Cc1ccc(C(=O)NCCc2c[nH]c3ccc(C)cc23)cc1 | -9%
Cc1cccc(NC(=O)N2CCC(C(=O)c3ccc(F)cc3)CC2)c1 | 22%
CCOC(=O)c1ccc(NC(=O)C(Cc2ccccc2)NS(=O)(=O)c2ccc(Br)s2)cc1 (stereo not given) | -4%
Cc1ccccc1-c1noc(COc2ccc3ccc(=O)oc3c2)n1 | ?
Clc1ccc(-c2ccc(CNCCSc3nnnn3-c3ccccc3)o2)cc1 | ?
CN(CC(=O)Nc1ccc(Cl)c(C(F)(F)F)c1)C(=O)c1ccc(S(=O)(=O)N2CCOCC2)cc1 | -1%
CCC(CC)C(=O)Nc1ccc2oc(-c3ccc(OC)cc3)nc2c1 | ?
CCN(C(=O)c1ccc(Cl)s1)C1CC1 | 3%
CCN(CC)S(=O)(=O)c1ccc(N2CCOCC2)c(NC(=S)NC(=O)c2ccco2)c1 | ?
O=S(=O)(N[C@@H]1C[C@H](Cn2cc(C3CC3)nn2)[C@@H](O)[C@H]1O)c1ccccc1 | ?
O=c1c2c(ncn2Cc2ccco2)n(Cc2ccccc2)c(=O)n1CC(O)c1ccccc1 (stereo not given) | -6%
CC#CCCC(=O)Nc1ccc(C)cc1 | 15%
Cc1ccc(S(=O)(=O)Nc2cc3c(cc2Cl)n(C)c(=O)c(=O)n3C)cc1 | -1%
Nc1ccc(C(c2ccc(N)cc2)c2ccc(O)cc2)cc1 | ?
CN(Cc1ccc2nccnc2c1)C(=O)c1ccc(CCC(C)(C)O)cc1 | 10%
COc1ccc(/C=C/C(=O)OCc2cc(=O)oc3c(C)c(C)ccc23)cc1OC | 54%[activator]
CCOc1ccc(C(=O)CC2(O)C(=O)Nc3ccc(CC)cc32)cc1 (stereo not given) | -1%
COc1ccc(C(C)=O)cc1CN1CCN(C/C=C/c2ccccc2)CC1 | -10%
CCC(Sc1nc2cc(OC)c(OC)cc2c(=O)n1Cc1ccc(Cl)cc1)C(=O)NCCOC (stereo not given) | 1%
O=C(Nc1ccc(C(O)(C(F)(F)F)C(F)(F)F)cc1)c1ccc(Br)cc1 | -6%
O=C(CCc1c[nH]c2ccccc12)N1CCC2(CCCCO2)CC1 | 9%
CCOc1ccc(C2CC(=O)Nc3[nH]ncc32)c(OCC)c1C (stereo not given) | -13%
COC(=O)c1ccc2c(=O)n(CCCCCC(=O)NCc3ccc(Cl)cc3)c(=O)[nH]c2c1 | ?
c1ccc(O[C@H]2COCCN(c3nc4ccccc4o3)C2)nc1 | -1%[86.2 µM]
O=C(CN1C(=O)C(c2ccccc2)=NC12CCCC2)N1CCN(c2ccccc2)CC1 | -17%
CCc1nnc2ccc(NCc3ccc(F)cc3)nn12 | ?
COc1cc(NC(=O)C2CCc3sc(C(=O)N4CCOCC4)cc3C2)cc(OC)c1 (stereo not given) | -17%
O=C(O)CCn1ncc2cc(OCC3CCN(c4nccc(C(F)(F)F)n4)CC3)ccc21 | -15%
CCOc1ccc(C(=O)Nc2ccc(S(=O)(=O)NCC3CCCO3)cc2)cc1OCC (stereo not given) | -4%
O=C(NCCC1=CCCCC1)C1CCN(c2cnc3nccnc3c2)CC1 | -25%
O=C(NCc1ccnc(N2CCCC2)c1)c1ccc(O)c(Cl)c1 | 4%
COC(=O)c1c[nH]c(=O)cn1 | -13%
O=C(Nc1ccccc1)C1CC(=O)N(Cc2ccccc2)c2nc3ccccc3n21 (stereo not given) | 14%
Later entries:
SMILES | KDM5B inh
Cn1c(Cn2ccnc2)nnc1C1CCN(S(C)(=O)=O)CC1 | -3%
COc1ccc(C(=O)N2CCC3(CC2)NC(=O)N(c2cccc(F)c2)N3)cc1 | -3%
Cc1nc(C(=O)NNC(=O)Nc2ccc(Cl)cc2)cs1 | -5%
O=C(Nc1ccc(F)c(F)c1)c1cnn2c(C(F)F)cc(C3CC3)nc12 | 10%
CCCCC(=O)NCC(O)COCc1ccc(OC)cc1 (stereo not given) | -1%
COc1ccc(C(C)=O)cc1CC(=O)Oc1cc(Cl)ccc1Cl | -10%
O=C(Cn1cnc2cc(F)ccc2c1=O)N1CCCC1c1ccc2c(c1)OCCO2 (stereo not given) | 18%
COCC1CN(C(=O)CCn2nc(C)cc2C)CC12CCOCC2 (stereo not given) | -5%
CCOc1ccc(C(=O)NC2CCN(c3cc(-c4cccs4)[nH]n3)CC2)cc1OCC | -19%
O=C(CC1CCCCC1)N1CC(c2nnc(-c3ccncc3)o2)C2(CCOCC2)C1 (stereo not given) | 0%

Assay outcomes as filed in PubChem.
